Screening results deposited in PubChem by several laboratories.
Rac1 mut GTP = modulators of GTP binding to human Rac1 activated mutant. P63000. GST-Rac1 activated beads, fluorescent GTP binding, flow cytometry; actives lie on both sides; 100% means binding = to untreated wells. 0.11% of 190,000 active. AID 764. percent activity (GTP binding), % at 10 µM;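 active = GTP binding at least 20 percentage points away from the 100% baseline, in either direction, so actives lie on both sides; inconclusive = Compound likely fluorescent itself, or too few beads counted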
Avidin fluor = compound fluoresces at 488/530 nm on avidin beads; compound fluorescence 488/530 nm, flow cytometry; active compounds read high; fluorescence (KMESF) at 10 µM; 0.38% of 220,000 active; in the data active = fluorescence above about 47; also: inactives centre near 10
ABCB1 inh = inhibitors of human ABCB1 transporter, ABCG2 counter-screen; 0.067% of 190,000 active; inhibition, % at 6.6 µM; P08183; CCRF-Adr cells, JC-1 efflux, flow cytometry; in the data active = inhibition above about 40%;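 also: 0% = vehicle and 100% = reference inhibitor; higher value means more JC-1 retained so stronger ABCB1 efflux block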
Mcl1-Noxa inh = disrupts binding of human Mcl-1 to Noxa peptide | TR-FRET Mcl-1/Noxa peptide binding, 2 h | inhibition, % at 21.7 µM | 1.5% of 220,000 active;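 active = compounds that cut the protein-peptide binding signal by more than 50% relative to plate controls in a single-dose test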;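 also: His-tagged Mcl-1 with rhodamine Noxa BH3 peptide and terbium anti-His antibody; 0% = Mcl-1 plus Noxa peptide wells and 100% = peptide-only wells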
Target sequence (Q07820 whole entry, looked up): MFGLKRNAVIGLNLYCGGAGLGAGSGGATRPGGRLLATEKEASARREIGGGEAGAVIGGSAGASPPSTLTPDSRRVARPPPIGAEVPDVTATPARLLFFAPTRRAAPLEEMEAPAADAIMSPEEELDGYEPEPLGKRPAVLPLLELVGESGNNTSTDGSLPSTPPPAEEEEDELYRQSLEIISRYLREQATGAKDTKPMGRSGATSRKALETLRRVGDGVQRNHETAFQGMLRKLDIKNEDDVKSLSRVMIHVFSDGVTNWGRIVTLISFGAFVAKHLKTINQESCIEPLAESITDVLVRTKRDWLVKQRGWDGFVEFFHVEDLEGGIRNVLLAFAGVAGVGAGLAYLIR
Rab7 wt GTP bind = modulators of GTP binding to dog Rab7 wildtype GTPase | GST-Rab7 beads, fluorescent GTP binding, flow cytometry; actives lie on both sides; untreated = 100%, excess cold GTP = 0% | GTP binding activity (percent of control), % at 10 µM | 0.055% of 190,000 active;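 active = fluorescent GTP binding to Rab7 beads changed by at least 20 points from the 100% baseline, either direction, mostly lower; inconclusive = compound itself probably fluorescent, or too few beads counted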;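 also: median green fluorescence of bound Bodipy-FL-GTP per Rab7 bead population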
Pf gametocyte = P. falciparum stage V gametocyte viability inhibition. P. falciparum stage V gametocytes, ATP luminescence, 24 h. inhibition, % at 10.9 µM. 0.065% of 150,000 active;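 active = inhibition above the mean plus 3 SD of compounds within the control limits, set per campaign, cut at about 38% in these data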;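 also: 0% = DMSO wells and 100% = medium only without gametocytes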
HRas wt GTP = human HRas wildtype GTP binding, change in either direction. P01112. GST-Ras wt beads, Bodipy-FL-GTP binding, flow cytometry; actives lie on both sides. GTP binding activity, % at 10 µM. 0.14% of 190,000 active;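 active = GTP binding activity at least 20% away from the 100% baseline, either lowered as inhibitor or raised as activator; inconclusive = flagged as likely green fluorescent, judged across all proteins in the well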;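 also: 0% = unlabeled GTP competition control and 100% = no-compound control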
Rac1 wt GTP bind = human Rac1 wildtype GTP binding, inhibitors and activators; GTP binding activity (% of control), % at 10 µM; GST-Rac1 beads, fluorescent GTP binding, flow cytometry; actives lie on both sides; 0 = cold GTP competed, 100 = untreated; P63000; 0.27% of 190,000 active;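 active = GTP binding activity at least 20 points away from the 100% control level, either lower or higher; inconclusive = compound flagged as likely green fluorescent, judged across all proteins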
Rab2 wt GTP = changes GTP binding to wildtype dog Rab2A, up or down; P61105; GST-Rab2 wt beads, Bodipy-GTP binding, flow cytometry; 0.19% of 190,000 active; GTP binding activity, % at 10 µM;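 active = GTP binding activity at least 20 points away from 100%, either lowered or raised; inconclusive = signal likely due to the compound's own green fluorescence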;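 also: 0% = beads with excess unlabeled GTP and 100% = no-compound control corrected for plate trend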
ABCG2 inh = human ABCG2 inhibition, ABCB1 as counter-screen; Q9UNQ0; IgMXP3 cells, JC-1 efflux, flow cytometry; inhibition, % at 6.6 µM; 0.1% of 190,000 active; AID 1325;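 active = inhibition above 80%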;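 also: 0% = DMSO and 100% = nicardipine control wells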
Target sequence (Q9UNQ0 whole entry, looked up): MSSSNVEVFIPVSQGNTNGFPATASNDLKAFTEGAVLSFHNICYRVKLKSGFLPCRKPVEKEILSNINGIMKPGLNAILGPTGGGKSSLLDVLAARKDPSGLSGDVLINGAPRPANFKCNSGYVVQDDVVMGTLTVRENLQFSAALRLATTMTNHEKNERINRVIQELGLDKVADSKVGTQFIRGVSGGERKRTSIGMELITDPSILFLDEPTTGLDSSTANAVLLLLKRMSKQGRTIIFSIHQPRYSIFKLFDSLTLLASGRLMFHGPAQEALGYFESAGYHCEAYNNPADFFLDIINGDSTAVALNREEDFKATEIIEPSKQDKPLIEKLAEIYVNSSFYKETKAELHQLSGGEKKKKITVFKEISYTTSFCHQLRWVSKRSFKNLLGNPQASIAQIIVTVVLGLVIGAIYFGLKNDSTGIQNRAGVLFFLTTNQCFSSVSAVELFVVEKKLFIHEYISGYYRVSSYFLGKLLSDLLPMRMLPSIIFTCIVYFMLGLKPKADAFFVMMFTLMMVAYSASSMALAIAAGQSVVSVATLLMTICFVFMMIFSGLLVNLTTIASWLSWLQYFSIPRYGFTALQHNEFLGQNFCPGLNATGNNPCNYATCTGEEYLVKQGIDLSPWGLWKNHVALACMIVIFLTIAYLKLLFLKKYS
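System: two drug-resistant human cell lines, ABCG2 and ABCB1; controls: nicardipine high and DMSO low controls; times: 10 min exposure at 25 °C with rotation, no wash; detection: flow cytometry of retained JC-1 fluorescence; read-out basis: percent efflux inhibition, scaled nicardipine 100% to DMSO 0%; doses: one concentration, 6.6 µM final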
Cdc42 wt GTP = changes GTP binding to wildtype human Cdc42 | P60953 | GST-Cdc42 beads, Bodipy-GTP binding, flow cytometry; actives lie on both sides | percent activity (GTP binding), % at 10 µM | 0.2% of 190,000 active | AID 761;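 active = percent activity GTP binding at least 20 points away from the 100% baseline, either down as inhibitor or up as activator; inconclusive = compound flagged as likely green fluorescent from well-wide comparison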;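 also: median bead fluorescence of bound Bodipy-FL-GTP at 100 nM; 0% = excess unlabeled GTP control and 100% = no compound control; below 100% means less GTP binding so inhibitor and above means activator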
* marks the source's active call; other numbers are inactive results; ? = inconclusive; · = no result given; [ ] = another dose, or the depositor's remark.

SMILES	Rac1 mut GTP	Avidin fluor	ABCB1 inh	Mcl1-Noxa inh	Rab7 wt GTP bind	Pf gametocyte	HRas wt GTP	Rac1 wt GTP bind	Rab2 wt GTP	ABCG2 inh	Cdc42 wt GTP
Cc1cc(N2C(=O)NC(=O)CC2C)c(C)cc1C(C)C (centres undefined)	105	7	0.2	-5	101	5	102	105	102	2	103
CCOC(=O)C1CCCN(C(=O)c2cccs2)C1 (centres undefined)	99	13	0.5	15	97	·	102	104	101	1	104
COc1ccc2cc3c(N)nn(C(=O)c4ccc(Cl)c([N+](=O)[O-])c4)c3nc2c1	99	3	0.6	17	99	10	99	101	102	6	100
CC(C)CCNc1nc(-c2ccco2)c2c(c1C#N)CCCC2	100	7	0.5	1	99	-7	102	104	102	2	103
COc1ccccc1NC(=O)CSc1nnc(-c2ccncc2)o1	96	10	0.8	20	98	·	98	99	96	8	98
COc1ccc(CCNC(=O)c2cccc(S(=O)(=O)N3CCCCC3)c2)cc1	95	13	-0.1	-2	94	5	95	95	95	-1	94
COc1ccc(-c2noc(C3CCCN(C(=O)Nc4ccccc4F)C3)n2)cc1 (centres undefined)	94	9	1.0	2	94	-7	93	97	95	6	97
CCOC(=O)c1c(NC(=O)c2ccccc2)sc2c1CCc1ccccc1-2	99	4	0.3	4	97	16	97	105	97	18	100
Cc1cc(Nc2cccc(C)c2C)n2nc(C)nc2n1	100	5	0.2	12	94	·	97	105	100	2	98
O=C1NC(=S)N(C(=O)c2ccc(F)cc2)/C1=C/c1ccccc1	92	2	0.0	48	95	13	97	93	88	0	86
Cc1ccccc1-c1nnc(NC(=O)c2ccc(N3C(=O)CCC3=O)cc2)s1	104	6	-0.1	19	104	·	106	130*[activator]	106	-1	109
Cn1c(N)c(C(=O)COC(=O)CSc2cccc3cccc(Cl)c23)c(=O)n(C)c1=O	95	19	-0.7	20	106	-3	99	106	98	-1	95
COc1ccc(C(=O)Nc2ccc3oc(-c4cccc(F)c4)nc3c2)cc1OC	99	7	-1.2	11	105	·	100	102	100	-2	100
CCCCNS(=O)(=O)c1ccc(NC(=O)c2cccs2)cc1	94	10	-0.1	6	103	-29	93	95	96	6	96
O=C(/C(=C/c1ccc(Cl)cc1)c1nc2ccccc2[nH]1)c1cccs1	98	8	-0.1	6	95	·	97	98	96	0	98
Cc1cccc(N2CCN(C(=O)CCNC(=O)Cn3ccc4ccccc4c3=O)CC2)c1C	97	11	1.4	4	98	8	98	100	99	4	100
O=C(CSC1=NC2(CCCCC2)N=C1c1ccccc1)Nc1ccc2c(c1)OCCO2	99	7	2.3	-1	96	·	98	103	98	12	98
O=C(N/N=C/c1ccco1)c1cc(Br)ccc1OCc1ccccc1	99	11	0.6	12	99	·	100	104	100	7	102
Cc1cccc(NC(=O)CSc2nc(C)c(CC(=O)c3ccc(Br)cc3)c(C)c2C#N)c1C	101	12	-0.4	-57	94	·	99	102	99	-1	101
CC(C)(C)C(=O)NC(=S)Nc1ccccn1	99	11	0.5	10	97	-6	97	100	97	7	98
Cc1cccc(NC(=S)N2CCCC(c3nc4ccccc4[nH]3)C2)c1 (centres undefined)	94	10	1.0	4	103	21	97	102	100	11	97
CC(=O)c1ccc(N2CCN(C(=O)c3ccc4c(=O)n(-c5ccccc5)c(=O)[nH]c4c3)CC2)cc1	106	25	-0.1	-32	104	4	108	121*[activator]	107	3	105
CCC(CC)C(=O)NCc1ccc(Cl)cc1	98	8	-0.3	-7	96	-16	97	100	98	13	99
O=C(CSc1nc2nn(-c3ccccc3)c(=O)c-2c2n1CCCCC2)NCCCc1ccccc1	?	24	0.6	8	?	-22	?	?	?	1	?

Single values from the entries so far.
Reading for Cc1cccc(NC(=S)N2CCCC(c3nc4ccccc4[nH]3)C2)c1 (centres undefined) in Mcl1-Noxa inh: 4
Reading for Cc1cccc(N2CCN(C(=O)CCNC(=O)Cn3ccc4ccccc4c3=O)CC2)c1C in Pf gametocyte: 8

(more compounds)
SMILES	Rac1 mut GTP	Avidin fluor	ABCB1 inh	Mcl1-Noxa inh	Rab7 wt GTP bind	Pf gametocyte	HRas wt GTP	Rac1 wt GTP bind	Rab2 wt GTP	ABCG2 inh	Cdc42 wt GTP
CCCN=C1N/C(=C\c2ccco2)C(=O)N1c1ccccc1	101	35	0.4	2	99	·	102	105	101	2	105
Cc1ccc(-n2nc3c4c(cccc4c2=O)-c2ccccc2-3)cc1	93	10	1.1	6	90	16	88	89	91	11	89
CC(/C=N/n1c(-c2ccccc2)n[nH]c1=S)=C\c1ccco1	96	11	-0.8	2	96	·	98	101	96	4	98
O=Cc1ccc(OCC(=O)Nc2ccccc2-c2ccccc2)cc1	95	12	0.3	-17	105	-20	97	98	97	6	96
COc1cccc(N2CCN(C3CC(=O)N(c4ccc(Cl)c(Cl)c4)C3=O)CC2)c1 (centres undefined)	99	35	0.6	12	98	·	100	100	99	2	101
O=C(NNC(=O)c1cccnc1)Nc1ccccc1	98	23	0.8	6	103	·	102	102	101	2	100
Cc1c(CN2CCC(CO)(CCOc3ccccc3)CC2)c(=O)n(-c2ccccc2)n1C	97	9	0.9	4	103	-6	100	98	100	2	98
C/C(=N\Nc1nc(N)cc(Cl)n1)c1ccc(F)cc1	96	9	-0.1	-10	98	·	97	97	96	1	96
COC(=O)C1=C(C)NC2=C(C(=O)CCC2)C1c1cccs1 (centres undefined)	95	9	4.2	16	99	-1	99	100	97	11	95
CC(=O)OCC(=O)NCc1ccc2c(c1)OCO2	98	8	0.3	9	98	·	100	102	101	1	100
CCOC(=O)N1CCC(NC(=O)c2cnc3n(c2=O)CCS3)CC1	95	-2	-0.8	-1	96	·	94	94	97	-1	92
COc1ccc(-c2nnn(Cc3nc(N)nc(N4CCOCC4)n3)n2)cc1OC	102	16	1.1	5	98	·	111	106	109	4	110
CCOCCCNC(=O)C(NC(=O)CC1NC(=O)NC1=O)c1ccc(Cl)cc1 (centres undefined)	99	35	0.1	8	102	·	101	104	99	0	102
CN(C)S(=O)(=O)c1ccc2c(c1)c(=O)c(C(=O)N1CCOCC1)cn2C	99	7	0.1	5	101	·	102	104	100	2	100
CN(C)C(=O)COc1ccc(Br)cc1	103	5	·	-2	105	·	102	105	103	0	104
Cc1ccc(C(=O)O)cc1NC(=O)c1ccc(Cn2nc(C)c(Cl)c2C)o1	98	10	0.2	13	107	2	100	103	101	0	98
Fc1cccc(Cl)c1CSc1nnc(COc2cccc3cccnc23)o1	98	10	1.1	-1	101	30	99	107	100	9	101
O=C(Nc1nc2ccc3ccccc3c2s1)c1ccc(N2CCCCC2)c([N+](=O)[O-])c1	96	12	0.1	9	94	·	96	98	97	0	100
CCOC(=O)N1CCN(c2nnnn2-c2ccccc2)CC1	99	39	0.5	10	100	-12	101	98	100	2	101
N#Cc1cnn(Cc2ccc(Cl)cc2)c1N	101	7	0.8	9	94	-24	102	104	100	2	107
CC(C)C(=O)N(c1ccc2oc(=O)sc2c1)S(=O)(=O)c1cccs1	101	10	0.3	7	100	-6	101	105	100	-2	103
O=C(Nc1ccccc1N1CCN(C(=O)c2ccc(Cl)cc2)CC1)c1cccnc1	101	15	4.1	19	101	·	101	106	102	4	105
C/C(=N\NC(=O)c1ccccc1)c1ccc(NC(=O)c2cccs2)cc1	97	8	0.4	9	95	-17	95	98	93	12	101
COCCNC(=O)C(=O)NNS(=O)(=O)c1ccc(Cl)cc1	97	10	-0.1	5	97	-7	94	98	96	-1	98
CCOc1ccccc1C(=O)NCCCn1ccnc1	99	30	0.3	15	102	·	101	100	100	2	100
O=c1c2cnn(-c3ccc(F)cc3)c2ncn1Cc1ccccn1	91	11	0.7	·	90	21	92	89	89	7	93
O=C(O)CN(c1cccc(C(F)(F)F)c1)S(=O)(=O)c1ccccc1	95	9	0.1	20	97	-3	98	101	96	1	95
COc1cc2c(cc1OC)CN(Cc1cc(=O)oc3cc(C)c(Cl)cc13)CC2	102	15	8.6	-9	100	7	103	106	100	11	102
CC1(C(=O)N(CC(=O)NC2CCCC2)Cc2ccco2)CC(=O)N=C2C=CC=CN21 (centres undefined)	95	7	-0.1	-6	98	1	97	96	99	-1	98
CC(=O)OCCCNc1cc(SCc2ccco2)c2nonc2c1[N+](=O)[O-]	96	11	-1.0	41	98	-27	100	99	98	-5	100
CCn1c(=N)n(CC(=O)c2ccc(OC)cc2)c2ccccc21	98	33	0.8	10	102	25	99	102	100	3	101
COc1cccc(C2C(=O)N(C3CCCCC3)CC(=O)N2Cc2ccc(F)cc2)c1 (centres undefined)	98	7	1.4	-35	98	·	100	102	97	2	99
COc1cc(/C=N/NC(=O)c2cccc([N+](=O)[O-])c2)cc(OC)c1O	94	13	0.2	67*	101	-22	96	97	96	16	97
CCN=C(NC#N)SCc1c(F)cccc1Cl	102	2	0.4	7	101	·	100	103	98	3	101
Oc1c(C=NCc2ccncc2)sc2ccccc12	99	14	-2.2	43	100	·	100	104	101	4	100
CNC(=S)NC(CC(=O)OC)c1ccc2c(c1)OCO2 (centres undefined)	93	8	0.9	10	92	-8	94	96	96	5	93
Cc1ccc(CNc2cnn(C34CC5CC(CC(C5)C3)C4)c(=O)c2Cl)cc1	100	-2	-1.7	18	99	-20	101	103	102	-3	98
C#CCOCCOCCOCCNc1nc(N2CCN(C(=O)[C@H](CCCCN)n3cc([C@@H](N)CO)nn3)CC2)nc(N2CCN(C(=O)[C@H](Cc3cc4ccccc4[nH]3)n3cc([C@@H](N)Cc4ccc(O)cc4)nn3)CC2)n1	98	6	0.3	35	98	·	98	98	98	1	97
COc1ccccc1-c1noc(-c2cccnc2)n1	102	23	1.0	-1	99	-9	102	108	103	47	104
Nc1cc2c(cc1C(=O)c1ccc(Cl)cc1)OCCO2	97	13	0.7	5	99	7	99	99	103	3	99
CCOC(=O)c1ccc(N2C(=O)CC(Sc3nnc(C)s3)C2=O)cc1 (centres undefined)	101	12	1.0	32	96	·	100	100	102	11	100
Cc1ccc(C(=O)NC(Cc2c[nH]c3ccccc23)C(=O)O)o1 (centres undefined)	97	10	-5.6	15	96	12	99	100	99	-10	100
COc1cc(S(=O)(=O)Nc2cccc(C)c2)ccc1N=Cc1c(C)[nH]n(-c2ccccc2)c1=O	95	11	-0.2	4	94	·	90	91	88	-2	94
